# Screening results deposited in PubChem by Sanford-Burnham Center for Chemical Genomics.
# MKP-3 inhibition – inhibition of rat DUSP6 enzyme activity – biochemical, in vitro, primary screen (AID 425); recombinant MKP-3 phosphatase activity, fluorescence; higher % means a stronger effect; inhibition, % at 20 µM; hits with a dose series show IC50 in µM; 110,000 tested, 0.17% active; in the data active means inhibition above about 50%;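 further: plate controls were vehicle for no effect and reference inhibitor for full effect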
# Hsp70 displacement – Hsp70 inhibitors, probe displacement, primary screen, biochemical, fluorescence polarization (AID 583). Hsp70 fluorescence polarization probe displacement, mP; higher % means a stronger effect. displacement, % at 20 µM; hits with a dose series show IC50 in µM. 140,000 tested, 0.06% active; in the data active means displacement above about 50%;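 further: plate controls were vehicle for no effect and reference ligand for full effect; a part of the inactive calls stands beside numbers as strong as those of hits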
# An asterisk follows results filed as active; . = no result given; & = joins results of further samples.
SMILES,MKP-3 inhibition,Hsp70 displacement
Cc1ccc(O)c(C(=O)c2cnn(C(=O)Cc3csc(C)n3)c2)c1,-2%,17%
Cc1ccc(C)c(NC(=O)CSc2nnc(-c3ccncc3)n2N)c1,6%,0.7%
COC(=O)CCCC(=O)N1CCOCCN(C(=O)CCCC(=O)OC)CCOCC1,-9%,-4.6%
Oc1ccc2nc(-c3ccccc3)[nH]c2c1,0%,5.0%
C=CCn1c(SCC(=O)NCCO)nc2sc(C)c(C)c2c1=O,-1%,-0.8%
C=CCc1cccc(/C=N/NC(=O)c2cc(-c3ccc4ccccc4c3)n[nH]2)c1O,6%,-5.2%
O=C(COC(=O)c1cccc(S(=O)(=O)N2CCOCC2)c1)Nc1ncc(C(F)(F)F)cc1Cl,.,-8.1%
COCCN(CCOC)C(=O)c1cc2sc3ccccc3c2s1,-4%,1.7%
COc1cccc(-n2nnc3c(=O)n(CC(=O)N4CCCc5ccccc54)cnc32)c1,-16%,1.5%
O=C(NCCCCCNC(=O)c1cccnc1)c1cccnc1,-2%,-7.4%
O=C(c1ccc2c(c1)OCO2)n1nnc2ccccc21,-20%,-1.6%
O=C(O)c1ccc(CSc2nnc(COc3ccc(Cl)cc3Cl)o2)cc1,2%,-6.7%
C/C(=C\c1ccccc1)CN1CCN(c2cccc(Cl)c2)CC1,.,2.0%
COc1ccc(-c2cc(C(F)(F)F)n3nc(C(=O)N4CCOCC4)cc3n2)cc1,0%,1.9%
CCN(CC)C(=O)CCCOc1ccc(Cl)cc1Cl,-2%,-1.3%
O=P(O)(COc1ccccc1)COc1ccccc1,-19%,-0.2%
Cc1ccc(S(=O)(=O)N(CC(=O)N2CCCCCC2)c2ccccc2)cc1,.,-3.4%
Cc1cc2ccccc2c(=O)n1CC(=O)N1CCN(c2cccc(Cl)c2)CC1,6%,-0.7%
C=CCn1c(NC(C)c2cc(Cl)ccc2O)nc2ccccc21 (centres undefined),-12%,0.0%
O=C(CNS(=O)(=O)c1cccc2nsnc12)NCc1ccc(Cl)cc1,-3%,3.1%
O=S(=O)(NC1CCCC1)c1ccc(S(=O)(=O)N(Cc2cccs2)CC2CCCO2)cc1 (centres undefined),-9%,1.0%
Cc1ccc(Cl)cc1N1CCN(C(=O)C2C3CCC(C3)C2C(=O)O)CC1 (centres undefined),4%,0.2%
CCOC(=O)N1CCN(C(=O)CN(c2cc(Cl)ccc2OC)S(=O)(=O)c2ccccc2)CC1,2%,-1.7%
Cc1cc(C)c2oc(-c3ccc(C)c(NC(=O)c4ccc([N+](=O)[O-])cc4Cl)c3)nc2c1,3%,-1.6%
CCN(CC)c1ccc(N2C(=O)c3ccc4c5c(ccc(c35)C2=O)CC4)cc1,0%,2.0%
CCOCCCNC(=O)N1CCOCC1,0%,-0.7%
COc1ccc(-n2c(C=C3C(=O)N(C)c4ccccc43)nc3ccccc3c2=O)cc1,-1%,4.2%
Cc1cccn2c(=O)c3cc(C(=O)NCc4ccco4)c(=N)n(C(C)C)c3nc12,-7%,5.7%
CCC(C)NC(=O)NC1C(NC(=O)NC(C)CC)N(C)C(=O)N1C (centres undefined),-8%,-3.1%
O=C(CN1CCC(c2nc3ccccc3s2)CC1)NCc1cccs1,-8%,1.9%
CCOc1ccccc1C(=O)n1nc(C)cc1C,.,8.8%
CC(CCc1ccccc1)NC(=O)c1ccncc1 (centres undefined),-2%,0.4%
CC1(C)CC(=O)C(C(C#Cc2ccccc2)C2=C(O)CC(C)(C)CC2=O)=C(O)C1,.,6.5%
Cc1c(Cl)c([N+](=O)[O-])nn1CC(=O)NCCCn1ccnc1,0%,0.2%
CCOC(=O)C1=NN(C(=O)c2cccc([N+](=O)[O-])c2)C(O)(c2ccc(Cl)cc2)C1 (centres undefined),3%,-3.2%
COC(=O)c1cccc(NC2CC(=O)N(c3ccc(OC)c(OC)c3)C2=O)c1 (centres undefined),5%,8.7%
O=[N+]([O-])c1ccccc1C=NN1CCN(Cc2ccccc2)CC1,0%,-2.4%
COc1ccc(OCC(O)COc2ccc(OC)cc2)cc1,0%,-1.9%
COc1ccc(OC)c(S(=O)(=O)n2ccnc2C(C)C)c1,0%,-1.0%
O=C(C1CC1)N1CCc2cc(Br)cc(S(=O)(=O)N3CCOCC3)c21,0%,1.8%
COc1ccc(CCN2C(=O)/C(=C/c3sccc3C)SC2=S)cc1OC,3%,0.5%
COc1cc2c(cc1OC)C1=C(C#N)CC/C(=N\S(=O)(=O)c3ccccc3)N1CC2,-11%,7.2%
CC(=O)c1cccc(NC(=O)CSc2nnc(-c3ccc(S(=O)(=O)N4CCCC4)cc3)o2)c1,-4%,2.9%
Cc1ccc(C(O)(c2ccccc2)c2cnc(C(C)C)n2C)cc1 (centres undefined),4%,-3.1%
CC1CN(c2ccccc2)C(=O)CS1 (centres undefined),2%,3.1%
O=C(/C=C/c1ccc([N+](=O)[O-])cc1)NCCSc1ccccc1,5%,-1.1%
O=C1c2ccccc2NC(c2ccccc2)N1c1ccc(O)cc1 (centres undefined),-6%,-3.1%
O=C(c1cc(-c2cccs2)nc2ccccc12)N1CCN(c2ccccc2)CC1,10%,-4.7%
COc1ccccc1C(=O)NCCn1ccc2ccccc21,4%,1.1%
CCN(CC)c1ccc(NC(=O)c2cccc(Cl)c2Cl)cc1,-4%,-1.4%
Cn1cc(C(=O)N/N=C/c2ccccc2)ccc1=O,0%,5.0%
O=C(O)C1C2C=CC(C2)C1C(=O)N1CCc2ccccc21 (centres undefined),-10%,0.2%
CCCCOc1ccc(C(=O)NCC(C)c2ccccc2)cc1 (centres undefined),-2%,-1.4%
CCC(CC)C1C(C#N)=C(N)Oc2n[nH]c(C)c21 (centres undefined),4%,11%
CC(C)CSc1nc2ccccc2n1CC(N)=O,-7%,1.4%
O=C(NCCc1ccccc1)C(=O)NCC1(c2ccccc2)CCCC1,.,10%
CC(=O)N1CCc2cc(S(=O)(=O)CCC(=O)N3CCN(c4ccccn4)CC3)ccc21,-9%,-0.5%
C=CCC1(O)C(=O)Nc2ccccc21 (centres undefined),-1%,0.4%
O=C(c1nn2c(c1Cl)NC(c1cccs1)CC2C(F)(F)F)N1CCN(C(c2ccccc2)c2ccccc2)CC1 (centres undefined),2%,0.4%
O=C(Nc1cccc(O)c1)c1noc2c1CCc1ccccc1-2,.,-6.6%

# Following part
SMILES,MKP-3 inhibition,Hsp70 displacement
COc1ccc(C)cc1NC(=O)CN(C)S(=O)(=O)c1cnc[nH]1,.,5.4%
Oc1[nH]c2ccc(F)cc2c1N=Nc1ccccn1,0%,-1.4%
NC(=O)CCS(=O)(=O)CCN1CCCCC1,-2%,3.0%
COc1ccc(C2C(=O)N(C3CCCCC3)CC(=O)N2C2CCCCC2)cc1 (centres undefined),.,3.6%
Brc1cccc(CN2CCCCCCC2)c1,.,3.3%
COCCCNc1nc(=S)[nH]c2cc(OC)c(OC)cc12,-1%,0.6%
COc1ccc(-n2c(SCC(=O)Nc3nc(C)cs3)nnc2-c2ccoc2C)cc1,.,-2.6%
O=C1N=c2ccccc2=C1c1sc(Nc2cccc(Cl)c2Cl)nc1O,8%,-0.9%
CC1=C(C(=O)OCCOc2ccccc2)C(c2cccc(Cl)c2)C2=C(CCCC2=O)N1 (centres undefined),0%,1.1%
CN(C)S(=O)(=O)c1ccc(C(=O)OCc2ccc(C#N)cc2)cc1,-12%,-1.1%
CCn1c2ccccc2c2cc(CN3CCN(C(=O)c4ccc(OC)c(OC)c4)CC3)ccc21,-1%,-2.6%
CC1CCOC2(O1)C(=O)N(CN1CCN(c3ccccc3F)CC1)c1ccccc12 (centres undefined),4%,-2.2%
CC1(C)Cc2cccc(OCC(=O)Nc3cccnc3)c2O1,-6%,-0.3%
C=CCn1c(COc2cccc(C)c2)nnc1SCC(=O)NC(=O)NCc1ccco1,3%,2.7%
CC1CCCCN1c1nnc(N)s1 (centres undefined),-7%,0.6%
COc1ccc(CN2CCN(C(=O)c3cccc(OC)c3OC)CC2)c(OC)c1,0%,-0.5%
COc1ccc(-c2cc(C(=O)N3CCOCC3)c3cc(C)ccc3n2)cc1,-1%,-1.3%
CCCCOc1ccccc1C1Nc2ccccc2NC2=C1C(=O)CC(c1ccc(OC)c(OC)c1)C2 (centres undefined),2%,-2.8%
Cc1cc(C)cc(NC(=O)C(=O)NCc2ccccc2)c1,3%,-2.6%
COc1ccc2nc(Nc3ccc4c(c3)OCO4)sc2c1,1%,0.4%
CCOc1ccccc1NC(=O)CN(c1ccc(Br)cc1)S(C)(=O)=O,-2%,2.9%
O=C1/C(=C/c2ccc([N+](=O)[O-])o2)SC(=S)N1Cc1ccccc1,9%,-15%
Cc1ccc(/C=C2\SC(=Nc3ccc(O)cc3)NC2=O)cc1,0%,5.1%
O=C(Nc1ccccc1C(=O)OCC(=O)N1CCc2ccccc2C1)c1ccco1,-6%,-3.5%
Cc1ccc(CN2C(=O)C(C)(C)Nc3ccccc32)c(C)c1,6%,-1.4%
CCC(=O)N1CCc2cc(Br)cc(S(=O)(=O)CCC(=O)NCCc3ccccc3)c21,.,-3.8%
O=C1/C(=C/c2ccc(-c3ccc(Cl)cc3Cl)o2)SC(=S)N1CC1CCCO1 (centres undefined),2%,-3.0%
Cc1ccnc(Nc2nc3ccccc3o2)n1,-7%,-0.2%
CCCN(C(=O)c1cccs1)c1nnc(-c2ccncc2)s1,-6%,-2.8%
CC(=O)c1ccc(N2C(=O)C3C4C=CC(CC4)C3C2=O)cc1 (centres undefined),2%,-3.2%
CCOC(=O)C1=CN(c2ccc(OCC)cc2)C=C(C(=O)OCC)C1c1ccccc1F,0%,-1.1%
COCCOC(=O)C1=C(C)NC2=C(C(=O)CCC2)C1c1ccc(Cl)c([N+](=O)[O-])c1 (centres undefined),6%,8.1%
CCCC(=O)Nc1ccc(NC(=O)c2ccc([N+](=O)[O-])o2)cc1,5%,-3.9%
COc1ccc2c(c1)Cc1sc(NC(=O)c3ccccc3)nc1-2,.,5.3%
COc1cccc(OCCNC(=O)Nc2cc(F)c(F)cc2Cl)c1,1%,-1.3%
COc1ccc(CNc2ccc(C)c(C)c2)c(OC)c1,1%,2.5%
COc1ccc(CC(=O)Nc2ccc(S(=O)(=O)Nc3nc(C)cc(C)n3)cc2)cc1,4%,1.1%&5.5%
CCOC(=O)c1sc(NC(=O)CSc2nnc(C(C)C)n2C)nc1C,.,1.8%
O=C(c1ccc(Cl)cc1)C1CCN(C(=O)C2CC2)CC1,.,-1.6%
CN1CC(=O)N(CC(=O)NCCc2ccc(F)cc2)c2ccccc2C1=O,-2%,0.4%

# Laid out differently: results already given
compound | MKP-3 inhibition | Hsp70 displacement
CCCC(=O)Nc1ccc(NC(=O)c2ccc([N+](=O)[O-])o2)cc1 | 5% | -3.9%
COc1ccc2c(c1)Cc1sc(NC(=O)c3ccccc3)nc1-2 | . | 5.3%
COc1cccc(OCCNC(=O)Nc2cc(F)c(F)cc2Cl)c1 | 1% | -1.3%
COc1ccc(CNc2ccc(C)c(C)c2)c(OC)c1 | 1% | 2.5%
COc1ccc(CC(=O)Nc2ccc(S(=O)(=O)Nc3nc(C)cc(C)n3)cc2)cc1 | 4% | 1.1%&5.5%
CCOC(=O)c1sc(NC(=O)CSc2nnc(C(C)C)n2C)nc1C | . | 1.8%
O=C(c1ccc(Cl)cc1)C1CCN(C(=O)C2CC2)CC1 | . | -1.6%

# (listing goes on)
SMILES,MKP-3 inhibition,Hsp70 displacement
Cc1sc(NC(=O)c2ccc(F)cc2)c(C(N)=O)c1C,1%,-6.4%
CSCCC(NC(=O)OC(C)(C)C)C(=O)NC(CC(C)C)C(N)=O (centres undefined),-1%,0.3%
Nc1c(N)c2ccccc2oc1=O,.,-1.6%
COc1nonc1NC(=O)CSc1nc2ccccc2[nH]1,-20%,8.4%
CCn1c(SCC(=O)Nc2sc3c(c2C(N)=O)CCC(C)C3)nnc1-c1ccco1 (centres undefined),.,-1.0%
CCN(CC)CCCNC(=O)c1cc(-c2cccc(Cl)c2)on1,-5%,6.5%
CCOC(=O)c1c(NC(=O)Cc2ccc(OC)cc2)sc2c1CCN(C(=O)OCC)C2,5%,-5.4%
Cc1ccc(N(CC(=O)Nc2ccc3c(c2)OCCO3)S(=O)(=O)c2c(C)n[nH]c2C)cc1,2%,2.3%
CC1=CC(C)(C)N2C(=O)C3(C(C#N)=C(N)OC4=C3C(=O)CC(C)(C)C4)c3cccc1c32 (centres undefined),12%,-1.2%
CC(=O)NCc1cccc(CNC(C)=O)n1,-4%,-0.4%
O=C1OCc2cc(NC(=O)C3COc4ccccc4O3)ccc21 (centres undefined),-8%,-9.1%
CCn1c(C2CC(=O)N(Cc3ccccc3)C2)nc2ccccc21 (centres undefined),-2%,-1.5%
O=C(O)c1cc(-c2ccc3c(c2)OCO3)nc2ccc(Br)cc12,4%,-1.2%
CCC(c1nnnn1C(C)(C)C)N(Cc1ccco1)Cc1cc2cccc(C)c2[nH]c1=O (centres undefined),.,4.7%
C=CCNC(=O)c1ccccc1C(=O)c1ccccc1,-1%,1.9%
Cc1c(NC(=O)OCc2ccccc2)c(=O)n(-c2ccccc2)n1C,6%,.
COCc1cc(C2C(C(=O)c3ccco3)=C(O)C(=O)N2CCOCCO)ccc1O (centres undefined),-4%,4.6%
CCN(CC)S(=O)(=O)c1ccc(C)c(C(=O)O)c1,-2%,-4.8%
CCOc1ccc(NC2c3ccccc3C(=O)N2Cc2ccco2)cc1 (centres undefined),-12%,0.1%
O=C(NC(=S)Nc1cccc(NC(=O)c2ccco2)c1)c1ccc(Cl)cc1,4%,3.9%
O=C(NCC1CCCO1)c1cc(-c2ccc(Cl)cc2)nc2ccccc12 (centres undefined),4%,-2.5%

# 3 entries from above, sorted by the value under Hsp70 displacement, smallest number first.
mol	Hsp70 displacement
O=C(COC(=O)c1cccc(S(=O)(=O)N2CCOCC2)c1)Nc1ncc(C(F)(F)F)cc1Cl	-8.1%
CCn1c2ccccc2c2cc(CN3CCN(C(=O)c4ccc(OC)c(OC)c4)CC3)ccc21	-2.6%
COc1ccc(-n2c(C=C3C(=O)N(C)c4ccccc43)nc3ccccc3c2=O)cc1	4.2%

# This is a subset. The share of hits here may be higher or lower than overall.
